# Hsp70 inhibitors: small molecules displacing fluorescent ligand from Hsp70 – biochemical, fluorescence polarization, primary screen (AID 583); Hsp70 fluorescence polarization probe displacement, mP; higher % means a stronger effect; displacement, % at 20 µM; hits with a dose series show IC50 in µM; 0.06% of 140,000 active; in the data active = displacement above about 50%;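 also: plate controls were vehicle for no effect and reference ligand for full effect; a part of the inactive calls stands beside numbers as strong as those of hits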
# Rat MKP-3 inhibitors: inhibition of rat DUSP6 enzyme activity – biochemical, in vitro, primary screen (AID 425); recombinant MKP-3 phosphatase activity, fluorescence; higher % means a stronger effect; one-dose inhibition, % at 20 µM; IC50 in µM for titrated hits; 0.17% of 110,000 active; in the data active = inhibition above about 50%;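 also: plate controls were vehicle for no effect and reference inhibitor for full effect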
# * hit, by the source's call; nt = not tested or not shown; & = joins results of further samples. Not all compounds are listed, so the mix of outcomes need not match the whole.
SMILES,Hsp70 inhibitors,Rat MKP-3 inhibitors
CCN(CC)c1ccc(-n2cc3c(=O)n(C)c(=O)n(C)c3c2)cc1,-0.3%,2%
Cc1ccccc1NC(=O)C1Cc2ccccc2C(=O)O1 (configuration not stated),4.0%,-10%
O=C(/C=C/c1ccc(Br)cc1)NC(=S)N1CCOCC1,6.3%,-4%
CC(C)=CCC/C(C)=C/CC/C(C)=N/O,2.6%,-12%
Cc1nc(SCC(=O)NCCc2ccccc2)n[nH]1,-6.4%,-5%
CCOc1ccc(C(=O)Nc2cccc(-c3nc4ncccc4o3)c2C)cc1Cl,-1.5%,1%
Cc1ccc(NC(=O)CC2Nc3cc(C)c(C)cc3NC2=O)cc1 (configuration not stated),-4.0%,6%
COc1ccc(N(CC(=O)Nc2ccc(C)c(C)c2)S(C)(=O)=O)cc1Cl,-4.2%,0%
O=C(Nc1ccccc1O)c1cccs1,-1.5%,1%
O=C(c1nn2c(c1Cl)NC(c1ccco1)CC2C(F)(F)F)N1CCN(Cc2ccccc2)CC1 (configuration not stated),-5.2%,0%
CC(=O)C(Sc1ccc(C)cc1)C(=O)c1ccccc1 (configuration not stated),1.1%,2%
O=C(Nc1nnc(C2CCCO2)s1)c1cccs1 (configuration not stated),5.7%,-8%
O=C(Cn1nnc(-c2ccccc2NC(=O)c2ccccc2F)n1)NCc1ccco1,0.6%,4%
C=CCOc1nc2c(c(=O)n(C)c(=O)n2C)n1C,4.6%,2%
COC(=O)c1c(C)nc2ccccc2c1C(=O)O,-0.3%,1%
COc1ccc(CCNC(=O)C(=O)NCCc2ccc(OC)c(OC)c2)cc1,-2.2%,1%
O=C(Cn1[nH]c(=O)c2ccccc2c1=O)N1CC=C(c2ccccc2)CC1,nt,1%
Cc1cccc(N(C(=O)CCC(=O)Nc2ccccn2)C(C(=O)NC(C)C)c2ccc(O)cc2)c1 (configuration not stated),1.5%,-1%
COc1ccc(C(=O)CC(Sc2ccccc2NC(C)=O)c2cccc(Br)c2)cc1 (configuration not stated),1.7%,-6%
O=C(c1cnn2c(C(F)(F)F)cc(-c3cccs3)nc12)N1CCCc2ccccc21,6.4%,4%
O=C(OCc1cccs1)c1ccccc1NS(=O)(=O)c1ccc2c(c1)OCCO2,-4.9%,-3%
COC(=O)c1ccc(NC(=O)C23CCC(C)(C(=O)O2)C3(C)C)cc1 (configuration not stated),nt,-6%
COc1ccc(N=c2oc3cc(O)ccc3cc2C(=O)NCC2CCCO2)c(OC)c1 (configuration not stated),8.9%,-7%
Cc1cc(C)n(-c2nnc(C)n2/N=C/c2ccccc2O)n1,7.3%,nt
COc1ccc(N(CC(=O)Nc2ccccc2Br)S(=O)(=O)c2ccc(C)cc2)c(OC)c1,-1.7%,3%
CN1CCCC(OC(=O)c2ccc3c(c2)OCCO3)C1 (configuration not stated),-0.6%,-4%
O=c1/c(=C\c2ccccc2)sc2nc(-c3ccc(Cl)cc3Cl)nn12,-8.1%,3%
Cc1cc(-c2cccnc2)c(C#N)c(SCC#N)n1,3.9%,-3%
CCOC(=O)c1ccc(NC(=O)Cn2cc3c(n2)CCC(C)C3)cc1 (configuration not stated),0.2%,1%
O=C(Nc1nc2ccccc2n1Cc1ccc(Cl)cc1)c1ccco1,9.6%,-3%
Cc1ccc(NC(=O)c2ccco2)cc1C,3.0%,-4%
O=C(CN(C(=O)c1ccco1)c1cccc(F)c1)NCc1ccc(F)cc1,1.0%,-16%
O=C(NCc1ccc(Cl)c(Cl)c1)c1cccnc1,0.6%,-6%
Cc1ccc2nc(CSc3nnc(-c4ccco4)n3-c3ccccc3)cc(=O)n2c1,0.4%,-4%
c1ccc(Cc2cc(-c3ccccc3)on2)cc1,-6.4%,nt
CC(C)CCNC(=O)Cn1c(=O)oc2cc(S(=O)(=O)N3CCc4ccccc43)ccc21,1.4%,-7%
COc1ccc(/C=N/n2cnnc2SCc2ccccc2)cc1OC,6.5%,4%
CCOC(=O)C(C)Oc1ccc2c(=O)c(Oc3ccc(OC)cc3)coc2c1 (configuration not stated),-6.4%,2%
CC1(C)Cc2ccccc2C(=NCCCCCC(=O)O)N1,2.4%,nt
COc1ccc(C(=O)/C=C\N2CCOCC2)cc1,9.4%,-7%
O=C(CSc1nnc(-c2ccco2)o1)c1ccccc1,-0.6%&-2.3%,-4%&2%
COC(=O)CCC(=O)Nc1nnc(C(F)(F)F)s1,7.2%,nt
C=CCc1c(C)nc2c(C)c(-c3ccc(C)cc3)[nH]n2c1=O,0.0%,-2%
COc1ccc(C2NC3=C(CCC3)C3(C#N)C(OC)(OC)N=C(N)C23C#N)cc1 (configuration not stated),7.6%,-4%
CCCC(=O)Nc1ccc2nn(-c3ccc(C)c(Cl)c3)nc2c1,5.8%,-4%
O=C(CCCN1C(=O)c2cccc3cccc(c23)C1=O)NCc1ccco1,-3.3%,5%
COCCOC(=O)c1c(C)n(C)c2ccc(OC(=O)N3CCOCC3)cc12,-5.6%,-9%
CCc1ccccc1S(=O)(=O)Cc1ccc(C(=O)NCC2CCCO2)o1 (configuration not stated),-0.9%,-3%

# A portion from the list above, as a working copy:
SMILES,Hsp70 inhibitors,Rat MKP-3 inhibitors
O=C(NCc1ccc(Cl)c(Cl)c1)c1cccnc1,0.6%,-6%
Cc1ccc2nc(CSc3nnc(-c4ccco4)n3-c3ccccc3)cc(=O)n2c1,0.4%,-4%
c1ccc(Cc2cc(-c3ccccc3)on2)cc1,-6.4%,nt
CC(C)CCNC(=O)Cn1c(=O)oc2cc(S(=O)(=O)N3CCc4ccccc43)ccc21,1.4%,-7%
COc1ccc(/C=N/n2cnnc2SCc2ccccc2)cc1OC,6.5%,4%
CCOC(=O)C(C)Oc1ccc2c(=O)c(Oc3ccc(OC)cc3)coc2c1 (configuration not stated),-6.4%,2%
CC1(C)Cc2ccccc2C(=NCCCCCC(=O)O)N1,2.4%,nt
COc1ccc(C(=O)/C=C\N2CCOCC2)cc1,9.4%,-7%
O=C(CSc1nnc(-c2ccco2)o1)c1ccccc1,-0.6%&-2.3%,-4%&2%
COC(=O)CCC(=O)Nc1nnc(C(F)(F)F)s1,7.2%,nt
C=CCc1c(C)nc2c(C)c(-c3ccc(C)cc3)[nH]n2c1=O,0.0%,-2%
COc1ccc(C2NC3=C(CCC3)C3(C#N)C(OC)(OC)N=C(N)C23C#N)cc1 (configuration not stated),7.6%,-4%
CCCC(=O)Nc1ccc2nn(-c3ccc(C)c(Cl)c3)nc2c1,5.8%,-4%
O=C(CCCN1C(=O)c2cccc3cccc(c23)C1=O)NCc1ccco1,-3.3%,5%

# Carrying on:
SMILES,Hsp70 inhibitors,Rat MKP-3 inhibitors
CSc1nnc(Cn2c(=O)sc3ccccc32)n1-c1ccccc1C,3.8%,-5%
O=C(CN1CCN(C2CCCCC2)CC1)c1ccc2cc[nH]c2c1,1.7%,0%
CCCCNCCCCOc1ccccc1,-3.7%,nt
CC1CCN(C(=O)C2Cc3ccccc3CN2S(=O)(=O)c2ccc(F)cc2)CC1 (configuration not stated),-5.9%,0%
CCOc1cccc(-c2cc(C(=O)N3CC(C)CC(C)C3)c3ccccc3n2)c1 (configuration not stated),-1.6%,6%
CC(C)=C1C2C=CC1C1C(=O)N(c3ccc(Br)cc3[N+](=O)[O-])C(=O)C21 (configuration not stated),0.2%,3%
Cc1ccc(C2=Nc3ccccc3NC(C)(c3ccc(C)o3)C2)o1 (configuration not stated),-0.6%,-4%
COc1nn(CC(=O)N2N=C(C)CC2(O)C(F)F)cc1[N+](=O)[O-] (configuration not stated),8.8%,nt
COc1ccccc1C(=O)NC(=S)Nc1ccccc1,-2.2%,1%
Cc1ccc(NC(=O)c2c(NC(=O)C(F)(F)F)sc(-c3ccccc3)c2C)c(C)c1,-0.8%,4%
CCN(c1ccccc1)S(=O)(=O)c1cnc[nH]1,3.5%,2%
COc1ccc(C2CC(=O)C3=C(C2)Nc2ccccc2NC3c2ccc(NC(C)=O)cc2)cc1 (configuration not stated),1.4%,3%
O=C(c1coc(=O)c(Br)c1)N1CCCc2ccccc21,6.5%,4%
CCC(Oc1ccccc1)C(=O)Nc1nc2ccc(C)cc2s1 (configuration not stated),6.8%,0%
CC(C)N(Cc1nc(-c2ccccc2)no1)C(=O)c1ccc2c(c1)OCO2,1.9%,-15%
CCc1nnc(NC(=O)CSc2nnc(-c3ccoc3C)n2-c2ccccc2)s1,-0.5%,-1%
CC(=O)N1CCN(c2ccc(NCc3ccc(C)cc3)cc2)CC1,4.7%,-8%
CN(C)CCOC(=O)CCN1C(=O)/C(=C/c2c(Cl)cccc2Cl)SC1=S,1.2%,0%
Cc1cc(Nc2ccc(F)cc2Cl)n2ncnc2n1,-1.8%,0%
CCOC(=O)c1cc2sccc2n1CC(=O)N1CCc2ccccc21,-3.2%,-10%
CCCc1cc(=O)n2[nH]c(SCc3ccccc3)nc2n1,3.6%,2%
Cc1cc(C(=O)COC(=O)c2cccs2)c(C)n1-c1c(C)n(C)n(-c2ccccc2)c1=O,2.5%,-10%
COc1ccc2oc(=O)c(C(=O)N3CCN(C45CC6CC(CC(C6)C4)C5)CC3)cc2c1,7.2%,-7%
N#CC1=C(SCC(N)=O)NC(=O)CC1c1cccs1 (configuration not stated),-1.4%,2%
O=C(Nc1ccccc1)c1ccc(NCc2cccnc2)c(S(=O)(=O)N2CCOCC2)c1,-2.6%,-4%
CC(C)(C)c1ccc(O)c(N=Cc2c(O)ccc3cc([N+](=O)[O-])ccc23)c1,-48%,2%
Cc1ccc(CN2CCN(N=Cc3cccc(Cl)c3)CC2)c(C)c1,4.0%,-1%
CCOc1ccc(NC(=O)c2oc3ccccc3c2NC(=O)CC)cc1,3.7%,-3%
CC1(C)Cc2c(sc(NC(=O)c3ccc(Cl)cc3)c2C#N)CO1,3.9%,3%
COc1ccccc1C(=O)N1CCN(S(=O)(=O)c2ccc(Cl)cc2)CC1,-5.2%,4%
COCCOC(=O)c1[nH]c2c(c1C)C(=O)CC(c1ccc(N(C)C)cc1)C2 (configuration not stated),-2.4%,-8%
Cc1c(NC(=O)/C=C/c2cccc([N+](=O)[O-])c2)cccc1-c1nc2ncccc2o1,-3.3%,6%
Nc1nc(-c2ccccc2)nc(-c2ccccc2O)n1,2.5%,nt
COC(=O)C(CCSC)NC(=O)C(NC(=O)C1CCC(C)CC1)C(C)C (configuration not stated),1.1%,1%
Cc1nc2cc(-c3cccc(F)c3)nn2c(C)c1CCC(=O)N1CCN(c2ccccn2)CC1,-0.2%,-11%
CC(=O)NC1CCC(C(=O)O)(c2ccccc2)C1 (configuration not stated),2.0%,-2%
O=C(CSc1nc(N2CCCCC2)nc(N2CCCCC2)n1)N1CCc2ccccc21,-2.2%,-10%
CC(C)OCC(O)CN1CCN(CC(O)COc2ccc3c(c2)OCO3)CC1 (configuration not stated),0.5%,2%
C=CCn1c(C)cc(C(=O)CSc2n[nH]c(N)n2)c1C,-4.7%,nt
Cc1cccc(OCC(=O)Nc2nc3ccccc3s2)c1,-2.3%,5%
COc1ccc(NC(=O)c2cc(Cl)ccc2Cl)c(OC)c1,5.5%,0%
COC(=O)c1ccc(COc2ccc3c4c(c(=O)oc3c2C)CCCC4)cc1,0.0%,2%
COc1cc(/C=C2\SC(=O)N(c3ccccc3)C2=O)ccc1O,-6.6%,1%
O=C(Nc1ccc2c(c1)ncn2-c1ccccc1)c1ccco1,0.1%,-8%
C/C(=C\c1ccc(I)cc1)C(=O)c1c(C)cc(C)[nH]c1=O,-5.6%,2%
COc1ccc(S(=O)(=O)N2CCN(c3cccc(C)c3C)CC2)cc1,-3.6%,-8%
CCCn1cc(C(CC(=O)O)C(=O)O)c2ccccc21 (configuration not stated),6.5%,-2%
C=CCN1C(=NC(=O)CCCC(=O)O)SC2CS(=O)(=O)CC21 (configuration not stated),0.8%,-2%
Cc1ccnc2nc(C(=O)NC3=NCCS3)nn12,4.1%,6%
O=C(NC1CCS(=O)(=O)C1)OC1CCCCC1 (configuration not stated),0.2%&6.2%,2%&-1%
Cc1ccc(/C(O)=C2\C(=O)C(=O)N(CCCN(C)C)C2c2ccccn2)cc1 (configuration not stated),1.9%,-1%
COc1ccccc1C1/C(=C(/O)c2ccc(C)cc2)C(=O)C(=O)N1CC(C)O (configuration not stated),3.1%,0%
O=C(c1ccco1)N1CCN(Cc2nc3ccccc3c(=O)n2-c2ccc(F)cc2)CC1,1.0%,nt
Cc1nn(C)cc1/C=N/n1nnnc1N,-1.5%,-2%
Cc1ccccc1NC(=O)c1ccc2ccccc2c1,-1.5%,-2%
Cc1cc(C)cc(NC(=O)/C=C/c2ccccc2)c1,0.7%,0%
CCOC(=O)CNC(=O)c1ccc([N+](=O)[O-])cc1,1.1%,-1%
COc1cccc(C(=O)Nc2ccc(Cl)c(C(F)(F)F)c2)c1,4.8%,0%
CC1=C(C(N)=O)C(c2cccnc2)n2nc(-c3cccc(C)c3)nc2N1 (configuration not stated),-2.2%,-2%
CC1=C(C(=O)Nc2ccc(Cl)cc2)C(c2ccc(C)cc2)NC(=S)N1 (configuration not stated),0.3%,2%
# Additional compounds.
SMILES,Hsp70 inhibitors,Rat MKP-3 inhibitors
Cc1c(N=Cc2ccc(-c3cccc(Cl)c3)o2)c(=O)n(-c2ccccc2)n1C,-0.2%,-1%
Cc1cn(C(=O)c2ccccc2)c(=S)n1-c1ccc(Cl)cc1,-2.8%,nt
COc1ccc(C)cc1-n1nnnc1SCc1nc2ccccc2s1,3.0%,6%
O=C1c2oc3ccccc3c(=O)c2C(c2cccs2)N1CCCN1CCOCC1 (configuration not stated),1.3%,-6%
CCCOc1ccc(N2C(=O)CC(N3CCC(c4nncn4CC)CC3)C2=O)cc1 (configuration not stated),-0.8%,8%
C=CCN(CP(=O)(OCC)OCC)C(=O)c1ccccc1F,2.0%,0%
CCC1CCCCN1C(=O)Cn1nc([N+](=O)[O-])c(Cl)c1C (configuration not stated),2.4%,5%

# Compound activity as filed in PubChem BioAssay.
